Assay outcomes from PubChem BioAssay.
CHOP inh – blocks CHOP induction under ER stress | actives 3.8% (n = 220,000) | CHO-K1 CHOP-promoter luciferase, tunicamycin-induced, 15-18 h | AID 2732 | inhibition, % at 10 µM;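 active = compounds that reduced the stress-induced luciferase reporter signal by more than about 70% of percent inhibition, limit read from the data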;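 note: 0% = tunicamycin plus vehicle and 100% = wells without tunicamycin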
p47phox inh – inhibitors of human p47phox binding; P14598; p47phox/p22phox peptide binding, fluorescence polarization, 2 h; inhibition, % at 24.7 µM; actives 0.53% (n = 220,000); AID 1274;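 active = inhibition above about 30%, limit read from the data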;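 note: 0% = p47phox with labelled peptide and 100% = labelled peptide alone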
Target sequence (P14598 whole entry, looked up): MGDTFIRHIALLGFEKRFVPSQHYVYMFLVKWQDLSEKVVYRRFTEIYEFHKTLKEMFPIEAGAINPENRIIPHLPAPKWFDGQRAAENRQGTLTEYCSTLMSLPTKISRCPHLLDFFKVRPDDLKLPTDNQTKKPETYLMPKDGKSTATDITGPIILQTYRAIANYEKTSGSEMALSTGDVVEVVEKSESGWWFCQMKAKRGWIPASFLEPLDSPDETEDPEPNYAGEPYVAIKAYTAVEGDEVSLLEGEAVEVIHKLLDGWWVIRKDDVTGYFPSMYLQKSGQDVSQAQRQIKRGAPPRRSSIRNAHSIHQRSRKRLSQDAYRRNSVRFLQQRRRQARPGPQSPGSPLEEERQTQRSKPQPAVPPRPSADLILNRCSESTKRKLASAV
Ba/F3 V617F tox – lowers viability of Ba/F3 cells expressing EpoR and JAK2V617F. ATP luminescence. inhibition, % at 5.6 µM. actives 1.1% (n = 220,000);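 active = inhibition above the campaign mean plus 3 SD over all tested compounds, cut at about 24% in these data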;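 note: cytokine-independent growth of Ba/F3 cells driven by EpoR plus mutant JAK2; 0% = DMSO-treated cells and 100% = JAK inhibitor I control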
BaF3 parental – counter-screen for JAK2V617F inhibitors: parental Ba/F3 viability inhibitors; CellTiter-Glo ATP luminescence; inhibition, % at 5.6 µM; actives 1.1% (n = 220,000); AID 1486;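 active = inhibition above a per-campaign cutoff, the mean inhibition of all tested compounds plus 3 SD, cut at about 27% in these data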;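 note: 0% = DMSO wells and 100% = JAK Inhibitor I control wells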
S1P4 agonist – human S1P4 receptor agonism | S1P4-expressing cell line, agonist reporter assay | actives 0.35% (n = 220,000) | O95977 | activation, % at 4.98 µM; in the data active = activation above about 11%;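 note: 0% = DMSO vehicle and 100% = reference agonist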
Target sequence (O95977 whole entry, looked up): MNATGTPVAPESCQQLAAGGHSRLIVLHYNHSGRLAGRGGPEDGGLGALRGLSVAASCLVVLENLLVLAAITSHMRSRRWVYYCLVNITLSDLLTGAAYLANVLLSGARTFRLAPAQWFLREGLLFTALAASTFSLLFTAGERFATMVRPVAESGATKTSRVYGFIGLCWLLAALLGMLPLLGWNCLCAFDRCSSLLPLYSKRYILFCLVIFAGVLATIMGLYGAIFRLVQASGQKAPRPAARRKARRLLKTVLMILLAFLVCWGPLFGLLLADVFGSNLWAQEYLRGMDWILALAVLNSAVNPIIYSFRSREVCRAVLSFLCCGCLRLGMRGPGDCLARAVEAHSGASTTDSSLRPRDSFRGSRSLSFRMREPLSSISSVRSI
NPY2 pot ag – potentiates or activates human NPY-Y2 receptor; P49146; cells expressing NPY-Y2, potentiator/agonist read-out; activation, % at 3.6 µM; actives 0.45% (n = 220,000); in the data active = activation above about 27%;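 note: cells stimulated with NPY near EC25 plus isoproterenol at EC100; 0% = vehicle plus submaximal agonist and 100% = vehicle plus saturating agonist; some results beyond the cut were filed as inactive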
S1P4 antag – blocks the human S1P4 receptor. S1P4-expressing cells, antagonist mode, reporter read-out. inhibition, % at 4.98 µM. actives 0.26% (n = 220,000). AID 1510; in the data active = inhibition above about 29%;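 note: 0% = wells stimulated with agonist and 100% = vehicle wells without agonist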
NPY-Y1 PAM-ag – potentiates or activates human NPY-Y1 receptor; AID 1304; NPY-Y1 expressing cells, potentiator/agonist activation; P25929; activation, % at 3.6 µM; actives 0.37% (n = 220,000); in the data active = activation above about 33%, passing the limit was not always enough;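 note: cells stimulated with NPY at EC10 then isoproterenol at EC100; 0% = low agonist plus stimulus and 100% = saturating agonist plus stimulus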
NPY-Y1 antag – NPY-Y1 (human) receptor antagonism. P25929. HEK293-CNG Y1 cells, membrane potential fluorescence; NPY at EC95, then isoproterenol. inhibition, % at 3.6 µM. actives 1% (n = 200,000);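 active = inhibition above the campaign mean inhibition of all tested compounds plus 3 SD, cut at about 20% in these data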;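 note: 0% = DMSO wells given NPY plus isoproterenol and 100% = isoproterenol alone without NPY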
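Material: HEK293 Y1/CNG channel cell line; also added: NPY (25 nM), isoproterenol (1 µM), Ro 20-1724 (25 µM); doses: one concentration, 3.6 µM, in 0.4% DMSO; schedule: compound incubation 1 h at room temperature, readout 45 min post-stimulation; technique: membrane potential fluorescence; measure: fluorescence ratio normalized to % inhibition between controls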
* hit, by the source's call; · = not tested or not shown.

Value order: S1P4 antag	NPY2 pot ag	CHOP inh	BaF3 parental	S1P4 agonist	NPY-Y1 PAM-ag	Ba/F3 V617F tox	NPY-Y1 antag	p47phox inh
1: O=C(OCC(=O)N1CCOCC1)C(c1ccccc1)c1ccccc1
 : 8	20	15	-4	1.9	12	-6	-4	-10
2: CN=Cc1c(NC)nc2c(C)cccn2c1=O
 : -16	-9	13	12	-0.1	17	3	2	-4
3: CCCc1[nH]n(-c2ccc([N+](=O)[O-])cc2)c(=O)c1C=NCCc1ccc(OC)c(OC)c1
 : -2	0	19	8	0.7	9	4	-1	15
4: O=c1c2c3c(sc2n2cnnc2n1-c1ccccc1)N(Cc1ccccc1)CCC3
 : -14	3	16	4	2.8	16	-4	0	-14
5: O=C1Nc2ccccc2CCC1Sc1nnc(-c2ccc(Cl)cc2)s1 (stereo not given)
 : -10	-1	5	4	0.0	-4	2	10	-4
6: O=C(CN1C(=O)C2CC=CCC2C1=O)NC1=NCCS1 (stereo not given)
 : -3	7	32	4	0.9	4	4	7	-10
7: CSCCC1NC(=O)N(CC(=O)Nc2ccc(Br)cc2Br)C1=O (stereo not given)
 : 5	13	12	-2	0.6	24	-1	·	-6
8: CC(C)NC(=S)NCc1cccs1
 : 1	-5	28	4	-0.5	8	-1	-4	-1
9: Cc1cc(C)c2c(NC(=O)CCl)nn(C)c2n1
 : -5	-2	24	9	0.7	-10	3	-7	1
10: O=C(Nc1cccc2cccc(NC(=O)c3ccco3)c12)c1ccco1
 : 1	10	-16	0	3.9	7	-2	1	-4
11: Cc1ccc(CN2CCN(CC3CC4C=CC3C4)CC2)cc1 (stereo not given)
 : 4	-11	26	3	-0.5	-23	0	4	-12
12: CCN(CC)CCN1C(=O)C(O)=C(C(=O)c2ccco2)C1c1ccccn1 (stereo not given)
 : 7	3	-31	4	1.7	-20	4	3	-8
13: CCOC(=O)C(C)Oc1ccccc1C1NC(=O)NC(C)=C1C(=O)Nc1ccc(C)c(C)c1 (stereo not given)
 : -16	3	-17	2	-1.5	-17	-3	-5	-33
14: CC(C)N(C(=O)COC(=O)[C@H](C)NC(=O)c1ccco1)c1ccccc1
 : -11	9	5	-1	-0.3	1	3	-1	0
15: Cc1ccc(Nc2c(-c3ccc(N(C)C)cc3)nc3ncccn23)cc1
 : -1	12	-3	-1	0.7	49	1	·	-7
16: CC(C)C(NC(=O)C1CCCCC1)C(=O)Nc1ccncc1 (stereo not given)
 : 0	3	-27	1	0.9	0	-3	-5	-11
17: CCc1nnc2c3cnn(-c4ccccc4)c3ncn12
 : -13	6	-4	2	0.1	5	-3	3	-6
18: CC(=O)n1nc(-c2ccco2)nc1SCc1ccccc1
 : -6	4	51	4	-1.2	6	0	2	-4
19: Cc1cc(C)cc(NC(=O)c2ccc(Cn3nc(C)c(Cl)c3C)o2)c1
 : -11	5	39	-2	-0.4	-31	-3	0	-8
20: S=c1[nH]nc(-c2ccc(Cl)cc2)n1/N=C/c1cccs1
 : -35	7	-16	-2	0.6	25	-3	·	-15

2 records drawn at random from the list so far:
Value order: S1P4 antag	NPY2 pot ag	CHOP inh	BaF3 parental	S1P4 agonist	NPY-Y1 PAM-ag	Ba/F3 V617F tox	NPY-Y1 antag	p47phox inh
8: CC(C)NC(=S)NCc1cccs1
 : 1	-5	28	4	-0.5	8	-1	-4	-1
20: S=c1[nH]nc(-c2ccc(Cl)cc2)n1/N=C/c1cccs1
 : -35	7	-16	-2	0.6	25	-3	·	-15

Next section:
Value order: S1P4 antag	NPY2 pot ag	CHOP inh	BaF3 parental	S1P4 agonist	NPY-Y1 PAM-ag	Ba/F3 V617F tox	NPY-Y1 antag	p47phox inh
21: CCOc1cccc(-c2nnc(SCC(=O)Nc3cc(C)ccc3OC)n2N)c1
 : 7	1	39	-1	1.0	9	-4	1	-15
22: S=c1[nH]nc(-c2cccc(Cl)c2)n1Cc1ccccc1
 : -30	0	26	4	-0.9	8	-2	6	-11
23: Cc1ccc(NC(=O)N2CCOCC2)c(C)c1
 : 2	4	9	6	-0.7	-3	-3	-5	-3
24: COC(=O)c1cc(C(=O)Nc2nnc(CC(C)C)s2)cc([N+](=O)[O-])c1
 : -11	11	19	4	0.2	-4	-3	-1	-5
25: O=C(NC1CCCC1)c1cnc2n(c1=O)CCS2
 : 1	-19	-9	0	-2.5	0	1	0	-7
26: O=C(c1ccc2c(c1)OCO2)N(c1ccccc1)C1C=CS(=O)(=O)C1 (stereo not given)
 : -23	-5	-13	4	0.1	-19	-3	1	-7
27: O=C(COC(=O)Cc1ccsc1)NCc1ccccc1
 : -1	-7	-5	3	-0.3	14	1	4	-7
28: Cc1ccc(-c2nnc(SCC(=O)N3CCOCC3)nc2-c2ccc(C)cc2)cc1
 : -11	-10	-7	7	0.5	13	1	4	-7
29: Cc1ccc(-c2nnn(CC(=O)N(Cc3cccs3)C(C(=O)NC(C)(C)C)c3ccc(C)o3)n2)o1 (stereo not given)
 : -14	-80	76*	6	-2.0	-112	2	35*	-18
30: COc1ccc(C(=O)C2CCCN(C(=O)c3cc(C)nc(C)n3)C2)cc1OC (stereo not given)
 : -6	6	-25	9	2.7	13	-1	-5	-11
31: Nc1nc(SCC(=O)c2cc3ccccc3o2)n[nH]1
 : -19	-3	2	10	-0.6	29	2	-1	-15
32: COc1cc2[nH]c(=S)n(C3CCN(Cc4ccccc4)CC3)c(=O)c2cc1OC
 : 8	-10	-10	10	0.4	8	1	1	-11
33: CN1CCNC(=O)C1CC(=O)O (stereo not given)
 : -1	-2	8	-1	-0.4	-24	-1	1	-16
34: O=C(c1cc2n(n1)C(C(F)(F)F)CC(c1ccco1)N2)N1CCc2ccccc2C1 (stereo not given)
 : -18	3	83*	4	-1.9	3	3	-4	-18
35: Cc1ccc(-c2csc(N(CCCN(C)C)C(=O)c3ccco3)n2)cc1
 : -18	-3	9	11	-0.4	-6	0	9	-16
36: CCOCC(=O)Nc1ccc(F)c(F)c1
 : 3	6	38	-3	0.3	3	-3	5	2
37: CCCCC(=O)N1CCCC(C(=O)OCC)C1 (stereo not given)
 : -13	10	6	3	0.4	0	0	0	0
38: COCc1nnc(NC(=O)c2ccc(S(=O)(=O)N(CC(C)C)CC(C)C)cc2)o1
 : 3	-4	11	9	2.2	26	1	0	·
39: Cn1c(=O)c2[nH]c(N3CCN(c4ccccn4)CC3)nc2n(C)c1=O
 : -10	14	25	5	0.8	16	0	-4	-12
40: CC(C)NC(=O)C(=O)NCCCOC(C)C
 : 3	1	35	1	2.0	0	1	1	2
41: CCn1nc(C)c(/C=N\NC(=O)c2ccc3c(c2)OCO3)c1C
 : -8	3	-2	4	1.5	16	-1	1	-14
42: CC(=O)c1c(C)[nH]c(C(=O)COC(=O)CNS(=O)(=O)c2ccccc2)c1C
 : -7	16	7	0	-0.5	17	-3	-3	2
43: COc1ccc(Cl)cc1C(=O)NNC(=S)NC(=O)c1cc(-c2ccc(Cl)cc2)nc2ccccc12
 : 0	-11	60	0	0.5	-2	0	10	-81
44: Clc1ccc2nc3ccccn3c2c1
 : -10	10	37	3	-0.9	24	-1	-10	-8
45: CCC(=O)Nc1ccc2c(c1)C(=O)N(C)C2=O
 : 3	-2	18	7	-7.2	6	-3	3	-8
46: CCOC(=O)Cn1nnc2c(sc3nc4c(c(-c5ccc(Cl)cc5)c32)CCC4)c1=O
 : 6	-14	-28	2	-1.2	-23	-2	19	-26
47: CCN(C1CCS(=O)(=O)C1)S(=O)(=O)c1cccc([N+](=O)[O-])c1 (stereo not given)
 : -6	-9	-1	4	-0.2	12	-1	3	5
48: Cn1c(OCc2ccc3c(c2)OCO3)nc2c1c(=O)n(Cc1ccc(Cl)c(Cl)c1)c(=O)n2C
 : -12	6	10	6	-1.0	18	7	4	55*
49: CSCCC(NS(=O)(=O)c1ccc(Cl)cc1)C(=O)OCC(=O)NC12CC3CC(CC(C3)C1)C2 (stereo not given)
 : -2	1	74*	6	-0.2	18	-3	-10	-12
50: O=C(Nc1cc(Oc2ccc(Cl)cc2)cc([N+](=O)[O-])c1)c1ccco1
 : -16	0	50	3	2.4	0	-3	7	-18
51: CCOC(=O)c1nn(-c2ccc(OCC)cc2)c2nc(-c3ccco3)c(C#N)c(=O)n12
 : -6	-14	42	9	1.5	-9	3	2	-12
52: Cc1cccc(OCCOCCN2CCNCC2)c1C
 : -10	-12	20	2	0.3	4	-3	2	-4
53: CC(C)CNC(=O)CSc1nnc2ccccn12
 : 0	9	-14	4	0.8	-2	-2	0	3
54: COc1cc(NC(=O)C2=C(N3CCOCC3)/C(=C\c3ccc(Br)cc3)CC2)cc(OC)c1OC
 : 13	-8	4	14	0.9	-17	8	4	-3
55: N/C(=N\OC(=O)CCc1ccccc1)c1ccc(Cl)cc1
 : -9	7	12	6	0.1	-3	0	9	-14
56: N=C1SCC(=O)N1c1ncc(Cc2cccc(Cl)c2)s1
 : 20	-16	-13	10	8.3	3	-1	9	-17
57: Nc1c(C(=O)NCCc2ccc(Cl)cc2)sc2ccc(S(=O)(=O)N3CCCCC3)cc12
 : -12	-9	35	12	-2.1	-19	4	1	-5
58: CCN(CC(=O)NC)S(=O)(=O)c1ccc(Br)cc1
 : -13	-11	20	8	-0.5	-2	9	1	-8
59: CC1=NN(c2nc3ccccc3s2)C(O)(C(F)(F)F)C1 (stereo not given)
 : -8	-12	7	1	0.9	-8	-4	·	-3
60: Clc1ccc(CNc2ccccc2NCc2ccc(Cl)nc2)cn1
 : 5	11	8	7	4.5	5	0	1	-19
61: O=C1N(S(=O)(=O)c2ccccc2F)C(=O)C2(CCCC2)N1S(=O)(=O)c1ccccc1F
 : -19	-2	3	6	0.7	-3	2	1	-4
62: Cc1cccc(NC(=S)N=Nc2c(O)[nH]c3ccccc23)c1
 : -11	15	87*	4	0.2	13	-2	0	-5
63: O=C(NCCCN1CCOCC1)c1ccccc1NS(=O)(=O)c1ccc(F)cc1
 : -15	-12	-10	2	0.8	-31	2	5	-1
64: O=[N+]([O-])c1ccc(N2CCCCC2)c(-c2nn[nH]n2)c1
 : 12	-2	2	4	-0.6	13	-1	3	-1
65: O=C(CN1C(=O)NC2(CCCCCC2)C1=O)N1CCC(Cc2ccccc2)CC1
 : -7	14	37	1	-0.1	12	2	-14	-15
66: O=C(Nc1nnc(C23CC4CC(CC(C4)C2)C3)s1)c1ccco1
 : 1	9	-40	6	0.6	14	1	1	-13
67: CCn1ccnc1CN(C)Cc1cn(-c2cc(C)ccc2C)nc1-c1ccccc1
 : -17	-8	14	7	0.8	-9	1	4	-3
68: COc1ccc(-c2cnnc(N/N=C/c3ccc(O)c(O)c3)n2)cc1
 : -2	12	37	11	2.1	5	47*	-7	-41
69: CCCC(C)NC(=O)c1ccccc1SC (stereo not given)
 : 2	-8	-1	2	0.1	13	-1	3	-4
70: Cc1cc(C)nc(S/C=C/C(=O)c2ccc(F)cc2)n1
 : 17	-18	-22	-2	0.4	-31	1	·	0
71: O=C(O)c1ccc2nc(-c3ccccc3)c(-c3ccccc3)nc2c1
 : -6	0	-7	6	-0.9	17	-4	-3	8
72: CC(C(=O)Nc1ccc2c(c1)OCCO2)c1ccc([N+](=O)[O-])cc1 (stereo not given)
 : 1	2	15	4	0.7	-30	-3	3	-24
73: O=C(C(c1ccccc1)c1ccccc1)N1CCN(c2ccccn2)CC1
 : -6	-23	-2	12	-0.9	-12	3	0	-7
74: O=C(CCNc1cccc(Cl)c1)c1ccco1
 : 1	16	25	4	-1.8	1	-1	0	-8
75: Cc1ccc(C(=O)N(CC(=O)Nc2ccc(Cl)c(Cl)c2)Cc2ccco2)cc1
 : -5	-4	58	3	-0.6	-18	-1	5	-11
76: C/C(=N\NC(=O)c1ccc(CN2CCOCC2)cc1)c1ccc(NC(=O)c2ccccc2)cc1
 : -4	8	1	3	3.0	-2	3	-3	·
